Compound activity from PubChem.
GLP-1R inv ag = GLP-1 receptor (human) inverse agonism; HEK293 GLP-1R CRE-luciferase, luminescence, 24 h; GLP-1R form is constitutively active; 1.6% of 410,000 active; P43220; Potency, µM (top dose mostly 38.3 µM), inactives show top-dose activity change, negative = inhibition, usual class: inhibitors; note: potency is the fitted concentration of half-maximal effect; % is set by controls: 0 for no effect and ±100 for the full control effect; nearly all actives have a fitted effect of over 55% in size
Target sequence (P43220 whole entry, looked up): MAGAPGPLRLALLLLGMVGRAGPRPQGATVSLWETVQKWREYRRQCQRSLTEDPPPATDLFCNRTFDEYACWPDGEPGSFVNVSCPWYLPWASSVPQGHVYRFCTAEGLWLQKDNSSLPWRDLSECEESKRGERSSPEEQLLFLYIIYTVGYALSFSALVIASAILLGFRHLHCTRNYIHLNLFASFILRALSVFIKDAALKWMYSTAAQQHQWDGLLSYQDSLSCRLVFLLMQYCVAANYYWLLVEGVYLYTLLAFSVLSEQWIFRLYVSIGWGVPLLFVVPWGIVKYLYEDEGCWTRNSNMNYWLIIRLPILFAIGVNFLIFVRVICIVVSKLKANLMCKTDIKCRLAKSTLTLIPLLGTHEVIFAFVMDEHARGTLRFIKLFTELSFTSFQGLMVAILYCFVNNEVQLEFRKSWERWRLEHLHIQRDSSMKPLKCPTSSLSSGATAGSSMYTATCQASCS
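Luminescence readout: a drop in cAMP-driven luciferase signal flags inverse agonism at a constitutively active GLP-1R stably expressed in HEK293. Compound exposure lasted 24 hr at 37 deg C, 5% CO2.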
DRD3 antagonist = antagonists of human D3 dopamine receptor; max response, negative = inhibition, %; AID 652054; P35462; 2.5% of 360,000 active; D3R cells, DiscoveRx beta-arrestin luminescence, antagonist mode; active compounds read low; in the data active = max response below about -50%; inconclusive = no clear call, values can overlap the other calls; note: % is set by controls: 0 for no effect and ±100 for the full control effect; mostly tested at two doses, the higher about 12 µM
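Cells plated overnight at 1500 cells/well, then exposed to library compounds with dopamine controls for 90 minutes at 37 degrees C. DiscoveRx reagent added for 30–60 minutes at room temperature; luminescence read, quantitative HTS format.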
Akt phos inh = blocks phosphorylation of Akt; Neuro2A IGF-stimulated pAkt S473 HTRF, 20 min; active compounds read low; activity change, % for hits at 50 µM; 0.32% of 360,000 active; AID 651550; in the data active = activity change below about -80%; inconclusive = mostly about -51% to -80%; note: % is set by controls: 0 for no effect and ±100 for the full control effect
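Neuro2A cells (4,500/well, DMEM with 0.5% FBS) were treated with compound at a single 50 µM final concentration, stimulated with 6 nM IGF for 20 min at 37 °C, and lysed. Phospho-Akt Ser473 was read by HTRF as 665/615 ratio ×10^4.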
aSyn yeast inh = rescues yeast growth from alpha-synuclein toxicity. Potency, µM (top dose mostly 46.1 µM), for inactives: at the highest dose growth rescue (activation), usual class: activators. Yeast expressing alpha-synuclein, growth rescue, BacTiter-Glo, 24 h. 0.14% of 370,000 active. AID 652106; note: potency is the fitted concentration of half-maximal effect; % of control where 0% means no effect; nearly all actives have a fitted effect of over 65% in size
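Galactose-induced alpha-syn yeast (OD600=0.02, raffinose-pregrown) + pinned cpd, 24 hr, 30 deg C; growth by BacTiter-Glo luminescence. Growth restoration scores as activation.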
Abeta rescue = A-beta toxicity reversal in yeast; yeast expressing A-beta42, growth rescue, OD600, 48 h; response scale: 0% DMSO, 100% iron-clioquinol control; Potency, µM (titrated, usually from 46.1 µM), for the others: top-dose growth rescue, hits mostly activators; 0.063% of 410,000 active; AID 1347071; note: potency is the fitted concentration of half-maximal effect; nearly all actives have a fitted effect of over 55% in size
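Yeast growth medium received pinned compounds, then yeast cells expressing toxic A-beta were added; plates incubated at 30 C for 48 hr. Growth read as absorbance at 600 nm, normalized to DMSO and equimolar FeCl3 plus clioquinol controls.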
GLP-1R agonist = activates the human GLP-1 receptor; P43220; HEK293 GLP-1R CRE-luciferase, luminescence, 4-6 h; cells express a hypersensitive GLP-1R form; Potency, µM (doses to about 45.6 µM), inactives show at the highest dose activation, hits mostly activators; 0.007% of 380,000 active; AID 624172; note: potency is the fitted concentration of half-maximal effect; % of control where 0% means no effect
PTHR1 agonist = activates the human parathyroid hormone receptor PTHR1; Q03431; HEK293 GP2 PTHR1 cells, GloSensor cAMP luminescence, 1 h; Potency, µM (doses to about 115 µM), inactives show at the top dose activation, actives largely listed as activators; 0.075% of 410,000 active; note: potency is the fitted concentration of half-maximal effect; nearly all actives have a fitted effect of over 55% in size; some results filed as inactive show a strong effect at the top dose; inactives centre near -15; many of its hits are not listed in these tables
Target sequence (Q03431 whole entry, looked up): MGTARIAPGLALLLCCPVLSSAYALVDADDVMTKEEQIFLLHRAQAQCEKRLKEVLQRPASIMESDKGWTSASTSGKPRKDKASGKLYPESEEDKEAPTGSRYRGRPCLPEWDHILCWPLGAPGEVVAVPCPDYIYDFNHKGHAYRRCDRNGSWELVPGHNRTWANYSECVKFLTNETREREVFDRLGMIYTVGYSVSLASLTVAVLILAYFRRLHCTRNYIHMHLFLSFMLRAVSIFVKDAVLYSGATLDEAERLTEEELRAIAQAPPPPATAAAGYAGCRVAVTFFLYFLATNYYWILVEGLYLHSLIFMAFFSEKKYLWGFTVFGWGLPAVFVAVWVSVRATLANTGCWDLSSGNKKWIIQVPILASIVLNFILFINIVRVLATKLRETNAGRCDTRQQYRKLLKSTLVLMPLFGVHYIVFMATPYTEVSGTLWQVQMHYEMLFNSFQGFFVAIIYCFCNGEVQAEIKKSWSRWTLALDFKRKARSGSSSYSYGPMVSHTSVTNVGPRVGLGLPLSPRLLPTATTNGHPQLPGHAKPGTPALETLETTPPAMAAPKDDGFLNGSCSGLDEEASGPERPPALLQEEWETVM
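HEK-293-derived GP2 cells expressing PTHR1 and a GloSensor cAMP reporter, 3,000/well, plated overnight, given luciferin plus IBMX (each 0.5 mM as added) for 1 h at 37 °C, then compound for 1 h at 37 °C. Luminescence was read after 15 min at room temperature.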
TDP-43 yeast inh = TDP-43 toxicity inhibition in yeast; 1.8% of 410,000 active; AID 652104; Potency, µM (series often up to 46.1 µM), inactives show at the top dose growth rescue (activation), usual class: activators; TDP-43 expressing yeast growth rescue, BacTiter-Glo, 24 h; note: potency is the fitted concentration of half-maximal effect; % of control where 0% means no effect; nearly all actives have a fitted effect of over 50% in size
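Yeast expressing TDP-43 (pregrown in raffinose, seeded at OD600=0.02 in galactose medium) exposed to compounds 24 hr at 30 deg C. Growth read by BacTiter-Glo luminescence; rescue of toxicity appears as increased signal.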
FUS suppressor = rescues growth of FUS-expressing yeast; AID 1347120; Potency, µM (titrated, usually from 76.6 µM), for inactives: at the top dose growth rescue (activation), hits mostly activators; 0.24% of 390,000 active; S. cerevisiae FUS-expressing, growth rescue, OD600, 24 h;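 note: potency is the fitted concentration of half-maximal effect; plate controls were DMSO vehicle for no effect and reference control for full effect; nearly all actives have a fitted effect of over 55% in size; some results filed as inactive show a strong effect at the top dose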
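Absorbance at 600 nm, taken 24hr after compound addition, measured rescue of FUS-yeast growth at 30C. Induction used 2% galactose with seeding at OD 0.005. Controls: CP55940 from 92uM final, DMSO only.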
Numbers without * were called inactive; i = inactive; ? = inconclusive; nt = no result given; [ ] = dose if it differs, or a comment. Unless noted, calls come from the whole dose curve; as a rule, active = well fitted curve in the direction sought with a large enough effect; inconclusive = small, poorly fitted or top-dose-only effect, or another doubt; inactive = no such curve, though single readings can be large; an effect the other way counts as inactive or inconclusive. The list is partial; rates above refer to the full screens.

SMILES | GLP-1R inv ag | DRD3 antagonist | Akt phos inh | aSyn yeast inh | Abeta rescue | GLP-1R agonist | PTHR1 agonist | TDP-43 yeast inh | FUS suppressor
N#Cc1c2n(c3c(=O)n(Cc4ccccc4Cl)cnc13)CCCC2 | 7% | 20 | i | 3% | 9% | -2% | i | -7% | 28%
COc1ccccc1CNC(=O)CN(c1ccc(C)cc1)S(=O)(=O)c1c(C)n[nH]c1C | -12% | -12 | i | 6% | 16% | 0% | -42%[inhibitor] | 9% | 27%
CC(C)NC(=O)NC(=O)COc1cccc2c1OC(C)(C)C2 | 0% | -28 | i | 4% | 18% | 15% | -3% | -15% | nt
C=CCOc1ccc(/C=C/C(=O)OCc2csc(CC(=O)Nc3ccccc3C)n2)cc1 | 1% | 63 | i | -5% | -6% | -3% | i | 24% | nt
Cc1cccc(/C(N)=N/OC(=O)c2cccnc2)c1 | 14% | -2 | i | -8% | -35% | 0% | -64%[inhibitor] | 11µM* | -23%
O=C1NC(=S)S/C1=C\c1cc(Cl)ccc1Cl | -27% | -13 | i | -28% | -13% | -3% | -32%[inhibitor] | -9% | nt
CCOc1nc(NCCO)nc(Nc2ccc([N+](=O)[O-])cc2)n1 | 34% | -9 | i | -5% | 17% | 5% | -14% | 0% | -21%
C(=C\c1ccccc1)/CNCC1CCCO1 (stereo unspecified) | -9% | 20 | i | -10% | 9% | 6% | -3% | nt | 12%
COCCCn1c(=O)c2ccccc2n(Cc2ccccc2)c1=O | -24% | -23 | i | 1% | 13% | -2% | -24% | 25% | 16%
CCCOc1ccc(C(=O)c2nc3c(n2O)CCCCC3)cc1 | 9% | 24 | i | -1% | -6% | -15% | i | ? | 21%
Cc1ccc(C(=O)CSc2nnc(-c3ccc4[nH]c(C)c(C)c4c3)o2)cc1C | 1% | 6 | i | 0% | 9% | 0% | 7%[57.5 µM] | -14% | -1%
CCCC1CC(C)(C(=O)Cn2[nH]c(=O)ccc2=O)OC1=O (stereo unspecified) | 11% | 12 | i | 1% | -7% | 2% | i | 2% | 3%
COc1cccc(-c2cccc(NC(=O)C3CCN(Cc4ccon4)CC3)c2)c1 | -22% | 5 | i | 3% | -5% | 10% | i | 14% | 7%
COc1ccc(NC(=O)CN(Cc2ccccc2)S(=O)(=O)c2ccc3nc(C)sc3c2)cc1 | -21% | nt | nt | nt | -5% | nt | ? | 4% | 8%
CCCCOc1ccccc1C1NC(=O)NC(C)=C1C(=O)OCc1ccco1 (stereo unspecified) | ? | 8 | i | 4% | 12% | 5% | i | -6% | 13%
CC1CC(C)CN(C(=O)CN(C)S(=O)(=O)c2ccc3c(c2)c(=O)n(C)c(=O)n3C)C1 (stereo unspecified) | 48%[activator] | -4 | i | 0% | -5% | -4% | i | -14% | 20%
N#CC(C(=O)NC1CCCCC1)c1nc2ccccc2nc1N1CCN(c2ccccc2F)CC1 (stereo unspecified) | 4% | -7 | i | -11% | 0% | -7% | i | 1% | 7%
O=C(Nc1nnc(COc2ccccc2)s1)C1CCN(S(=O)(=O)c2ccc(Cl)cc2)CC1 | -18% | 16 | i | 0% | -9% | -16% | -9%[57.5 µM] | -9% | -2%
O=S(=O)(c1cccs1)N1CCN(CC(O)COC2CCCc3ccccc32)CC1 (stereo unspecified) | ? | ? | i | 0% | ? | 4% | -10%[57.5 µM] | 1% | 1%
CCOc1ccc(S(=O)(=O)N2CCN(C(=O)c3ccc(-n4cncn4)c([N+](=O)[O-])c3)CC2)cc1 | -2% | 0 | i | 5% | 7% | -2% | i | 7% | 12%
O=C(N/N=C/c1ccco1)c1cc(Br)ccc1OCc1ccccc1 | 2% | -8 | i | -3% | -14% | 14% | -1% | -4% | -2%
Cc1cnc(NC(=O)c2sc(Nc3ccccc3)nc2N)o1 | ? | -10 | i | 11% | 2% | 11% | -13% | 21% | 3%
COc1ccc(CNC(=O)COC(=O)c2ccc(C)c(S(=O)(=O)N3CCOCC3)c2)cc1 | 0% | -5 | i | -5% | -9% | 2% | i | -3% | -7%
Cc1cc(C)cc(NC(=O)CSc2oc(-c3cccs3)nc2S(=O)(=O)c2ccc(Br)cc2)c1 | 4% | nt | nt | nt | -5% | nt | i | 8% | 30%
COc1ccc(NC(=O)C2CCN(S(=O)(=O)c3ccc4c(c3)CCCC(=O)N4)CC2)cc1Cl | 1% | nt | nt | 0% | -15% | -5% | -1% | 7% | -8%
SMILES | GLP-1R inv ag | DRD3 antagonist | Akt phos inh | aSyn yeast inh | Abeta rescue | GLP-1R agonist | PTHR1 agonist | TDP-43 yeast inh | FUS suppressor
CCCc1c(C(=O)NNc2ccc(C)cc2)cnn1-c1ccccc1 | ? | -1 | i | 11% | -12% | 2% | i | ? | 6%
COC(=O)C1=C(N)Oc2cc(C)n(Cc3ccccc3)c(=O)c2C1c1ccccc1 (stereo unspecified) | -19% | -9 | nt | nt | 12% | -6% | -8% | 4% | 9%
COc1ccc(NC(=O)CN2c3cccc4cccc(c34)S2(=O)=O)cc1 | 16% | ? | i | 0% | 6% | 0% | i | -10% | 26%
CCOC(=O)[C@]12CCCC=C1N(Cc1ccc3c(c1)OCO3)C(=O)[C@H](CC(=O)N1CCCCC1)C2 | -12% | -13 | i | -6% | 3% | 0% | i | 11% | 23%
Cc1ccc(S(=O)(=O)N2CCN(CC(=O)Nc3ccc([N+](=O)[O-])cc3)CC2)cc1C | ? | 0 | i | 20% | 5% | 5% | -69%[inhibitor] | 14% | nt
Cc1ccc(CSc2nnc(SCC(=O)N/N=C/C=C/c3ccco3)s2)cc1 | -17% | 7 | i | 1% | 18% | -8% | i | 24% | 15%
CCCCOC(=O)c1ccc(NC(=O)C2(c3cccs3)CCOCC2)cc1 | ? | nt | nt | nt | ? | nt | i | 0% | ?
CCc1ccccc1N1C(=O)N(Cc2ccc(C#N)cc2)c2ccccc2S1(=O)=O | -13% | nt | nt | nt | 5% | 0% | -5% | 9% | ?
O=C(NCc1ccc(F)cc1)c1cccnc1 | 10% | 21 | i | 10% | -6% | -4% | -20% | 13% | -1%
CC(C)(C)C1CCC2(CC1)C(C#N)=C(SCC(=O)NC1CCCCC1)NC(=O)C2C#N (stereo unspecified) | 8.9µM* | 21 | i | 3% | 10% | -2% | -12%[57.5 µM] | -19% | 44%
Cc1cc(C)n2nc(CC(=O)NCc3ccc(F)cc3)nc2n1 | 22% | 3 | i | -1% | -4% | 1% | i | -15% | 6%
CCOC(=O)/C=C/c1nc(C(=O)OCC)c(C)c(=O)[nH]1 | -30% | -3 | i | -9% | -5% | 21% | -17% | -11% | -31%
CCN(CC)S(=O)(=O)c1ccc2c(c1)nc(CCC(=O)Nc1ccc3c(c1)OCO3)n2C | -22% | -1 | i | -1% | -5% | -3% | -12% | -11% | nt
OCCC1CN(Cc2cccs2)CCN1Cc1ccccc1 (stereo unspecified) | -21% | -24 | i | -7% | 7% | 19% | i | -14% | -1%
Cc1ccc(C)c(NC(=S)N2CCC(N(C)CC3CCCO3)CC2)c1 (stereo unspecified) | -30% | 7 | i | 4% | -2% | -13% | i | 0% | -1%
COc1ccccc1NC(=O)c1ccccc1C(=O)Nc1ccccc1OC | -10% | 12 | i | -1% | 9% | 12% | -3% | 6% | 13%
CCN(CC(=O)Nc1ccc(OC)cc1)C(=O)c1ccc(OCc2c(C)noc2C)cc1 | 7% | 14 | i | -1% | -4% | 12% | -5% | -8% | 16%
C[C@]12c3[nH]c4ccc(Cl)cc4c3CCN1C(=O)[C@@H](CC(=O)NCCCn1ccnc1)C[C@@H]2C(=O)N1CCCCC1 | 7% | 5 | i | -2% | -3% | -3% | i | ? | 11%
CC(C)(C)C(=O)Nc1ccc2nc(SCC(=O)N3CCc4ccccc43)sc2c1 | ? | nt | nt | nt | -19% | nt | i | -17% | 4%
COc1ccc2ccccc2c1/C=N/NC(=S)Nc1cc(S(=O)(=O)N2CCOCC2)ccc1N1CCOCC1 | 45%[activator] | 4 | i | 0% | 9% | -3% | i | 18% | 10%
COc1ccc(Cl)cc1NC(=O)NNC(=O)C(=O)Nc1ccc(F)cc1 | -14% | ? | i | 0% | 10% | -2% | 0% | 0% | -8%
CC(C)C(c1nnnn1C1CCCC1)N1CCC(C(N)=O)CC1 (stereo unspecified) | 11% | -6 | i | -6% | 9% | 2% | -9% | -12%[9.22 µM] | -2%
CNC(=O)COc1ccc(Nc2nnc(-c3ccc(C)c(S(=O)(=O)NC(C)(C)C)c3)c3ccccc23)cc1 | 22% | nt | nt | nt | -7% | nt | -13% | -5% | 26%
CCCc1ccc2oc(C(=O)N(Cc3ccncc3)CC3CCCO3)c(C)c2c1 (stereo unspecified) | ? | 16 | i | 18% | 9% | 14% | -25% | 1% | ?
O=C(COC(=O)COc1ccccc1)Nc1cccnc1Cl | 14% | 21 | i | 0% | -5% | -5% | i | 8% | 10%
N#CCCN(C(=O)COC(=O)CCNS(=O)(=O)c1ccccc1)c1ccccc1 | 17% | 6 | i | 0% | -3% | 7% | i | 10% | -12%
CCC1(CC)C(=O)C2=C3C1[C@H](C(=O)OC)C=C(C(=O)OC)C[C@H]3[C@H]1C(=O)N(Cc3ccccc3)C(=O)[C@H]1[C@H]2C (stereo partly specified) | -11% | -19 | i | 10% | 9% | 2% | i | -7% | ?

Profiles, looked up by structure. Screens in order: GLP-1R inv ag, DRD3 antagonist, Akt phos inh, aSyn yeast inh, Abeta rescue, GLP-1R agonist, PTHR1 agonist, TDP-43 yeast inh, FUS suppressor
`CCCc1ccc2oc(C(=O)N(Cc3ccncc3)CC3CCCO3)c(C)c2c1` (stereo unspecified) in the list: ?, 16, i, 18%, 9%, 14%, -25%, 1%, ?
`COC(=O)C1=C(N)Oc2cc(C)n(Cc3ccccc3)c(=O)c2C1c1ccccc1` (stereo unspecified) in the list: -19%, -9, nt, nt, 12%, -6%, -8%, 4%, 9%
